High-throughput results: PubChem, National Center for Advancing Translational Sciences (NCATS)
TDP1 cell CPT = growth inhibition of DT40 Tdp1-/-;hTDP1 cells with camptothecin (screen for TDP1 inhibitors). chicken DT40 Tdp1-/-;hTDP1 cells + 20 nM CPT, ATP luminescence, 48 h. Potency, µM (top dose mostly 46.2 µM), inactives show top-dose activity change, negative = growth inhibition, actives largely listed as inhibitors. 420,000 tested, 12% active. AID 686979; note: nearly all actives have a fitted effect of over 55% in size
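Cell growth measured by CellTiter-Glo luminescence after a minimum 48 h, 37 C compound exposure with 20 nM CPT in Tdp1-knockout DT40 cells stably expressing hTDP1, seeded 400/well; qHTS titration format.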
GCN5L2 inh = GCN5L2 (KAT2A) acetyltransferase inhibition | Q92830 | GCN5L2 HAT assay, ThioGlo1 CoA-SH fluorescence | Potency, µM (series often up to 58.9 µM), inactives show at the highest dose activity change, negative = inhibition, usual class: inhibitors | 390,000 tested, 0.21% active | AID 504327
Target sequence (Q92830 whole entry, looked up): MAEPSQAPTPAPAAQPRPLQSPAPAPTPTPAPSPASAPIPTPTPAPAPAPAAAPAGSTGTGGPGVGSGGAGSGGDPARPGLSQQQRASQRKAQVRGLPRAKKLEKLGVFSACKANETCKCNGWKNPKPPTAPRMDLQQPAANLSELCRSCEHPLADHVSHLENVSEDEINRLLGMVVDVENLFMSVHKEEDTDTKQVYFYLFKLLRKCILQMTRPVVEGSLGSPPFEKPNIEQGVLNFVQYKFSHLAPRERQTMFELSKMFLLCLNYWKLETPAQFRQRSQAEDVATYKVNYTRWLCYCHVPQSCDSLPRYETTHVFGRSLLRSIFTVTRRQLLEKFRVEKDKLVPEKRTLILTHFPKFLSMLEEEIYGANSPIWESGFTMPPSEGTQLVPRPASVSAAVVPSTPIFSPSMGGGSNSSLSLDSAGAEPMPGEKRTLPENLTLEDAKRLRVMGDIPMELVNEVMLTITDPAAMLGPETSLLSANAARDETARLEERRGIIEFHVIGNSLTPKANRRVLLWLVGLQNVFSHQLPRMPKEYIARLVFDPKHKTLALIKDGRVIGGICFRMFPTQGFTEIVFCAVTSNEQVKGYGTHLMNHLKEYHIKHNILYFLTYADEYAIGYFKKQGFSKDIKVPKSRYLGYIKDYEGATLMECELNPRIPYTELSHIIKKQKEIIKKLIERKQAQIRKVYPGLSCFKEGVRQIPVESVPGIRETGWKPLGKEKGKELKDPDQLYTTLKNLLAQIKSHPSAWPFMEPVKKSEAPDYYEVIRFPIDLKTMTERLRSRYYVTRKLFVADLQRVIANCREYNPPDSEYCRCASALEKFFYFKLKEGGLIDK
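Enzyme at 20nM final was mixed with library compounds for 15 min at room temperature. Peptide H3(1-25) at 75uM, acetyl-CoA at 70uM and ThioGlo1 at 50uM were then added. Plates were read immediately and after 20 min (Ex340nm/Em540nm).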
TDP1 cell noCPT = qHTS for Inhibitors of human tyrosyl-DNA phosphodiesterase 1 (TDP1): qHTS in cells in absence of CPT; DT40 Tdp1-/- hTDP1 cells, no CPT, ATP luminescence, 48 h; AID 686978, 2013; Potency, µM (doses to about 46.2 µM), inactives show top-dose activity change, negative = growth inhibition, hits mostly inhibitors; 420,000 tested, 15% active; note: nearly all actives have a fitted effect of over 55% in size
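Growth of hTDP1-complemented DT40 Tdp1-knockout cells is measured by ATP luminescence after at least 48 hr compound exposure at 37 °C, with DMSO substituting for the 20 nM CPT used in the parallel screen.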
* hit, by the source's call; ? = inconclusive; nt = no result given. Calls come from the whole dose curve; as a rule, active = well fitted curve in the direction sought with a large enough effect; inconclusive = small, poorly fitted or top-dose-only effect, or another doubt; inactive = no such curve, though single readings can be large; an effect the other way counts as inactive or inconclusive. % is set by controls: 0 for no effect and ±100 for the full control effect; potency is the fitted concentration of half-maximal effect. The list is partial (hit frequency here may not be typical).

Below each SMILES – GCN5L2 inh | TDP1 cell noCPT | TDP1 cell CPT
O=C(NCCN1CCOCC1)c1cc(-c2ccc(Cl)cc2Cl)on1
 : -6% | ? | -1%
O=S1(=O)CCOC[C@H](CC2CCCCC2)N1Cc1ccccc1Br
 : -2% | 21µM* | ?
CCOc1ccc(-n2cc(C(=O)NCc3ccco3)c3cc(OC)c(OC)cc3c2=O)cc1
 : -5% | ? | ?
COc1cc(CNCCCSc2nnnn2C)cc(Br)c1OC
 : 4% | -19% | -6%
Cc1ccc(Nc2c3c(nc4ccccc24)CCC3)cc1F
 : -5% | 16µM* | 21µM*
CC(=O)Nc1ccc2sc(C)nc2c1
 : 3% | -2% | 26%
COC(=O)C1=C(C(=O)OC)[C@@H]2N(C)c3ccccc3[C@@]23C[C@@H](CO)N(C(=O)c2cccs2)C3=N1
 : nt | -1% | -3%
COC(=O)C1=C(C)NC(=O)NC1C1CC=CCC1 (centres undefined)
 : -6% | 0% | 3%
CNC(=O)COC(=O)c1cc(-c2ccco2)nc2ccccc12
 : -27% | ? | 15µM*
Cc1cccc(OCC(=O)N2CCN(c3nnc(-c4ccccc4)c4ccccc34)CC2)c1
 : -2% | 18µM* | ?
COc1ccccc1OCCCC(=O)NC(C)c1ccccc1 (centres undefined)
 : 2% | -21% | -14%
COc1ccc(-c2noc(CSc3nc4ccccc4c(=O)n3-c3ccc(C)cc3)n2)cc1
 : -1% | -4% | ?
CCCn1cnc2cc(NCc3ccccc3OCC)ccc21
 : -8% | ? | ?
COc1ccccc1N1CCN(C(=O)COc2cccc(C)c2C)CC1
 : -9% | ? | -29%
Cc1ccc(C)c(Nc2nc3nonc3nc2N2CCOCC2)c1
 : -6% | -7% | 0%
O=C(CN1CCN(C/C=C/c2ccccc2)CC1)NC(=O)NC1CCCCC1
 : 0% | -12% | 2%
CCc1nc2ccc(C(=O)Nc3cc(-c4ccccc4)ccc3OC)cn2c1N(C)CCCc1ccccc1
 : nt | ? | ?
CCC1CCCCN1CCCNC(=O)c1ccc(CS(=O)(=O)Cc2ccccc2F)o1 (centres undefined)
 : -4% | -15% | 14%
Cc1ccc(Cn2ccc(=O)c(OCc3c(Cl)cccc3Cl)c2C)cc1
 : 0% | 15µM* | 18µM*
COc1ccc(-c2cc3c(=O)n(CC(=O)NCc4ccccc4OC)ncn3n2)cc1
 : -7% | -1% | -27%
O=C(NNC(=O)c1ccc(Cl)cc1Cl)Nc1ccccc1
 : -8% | -5% | -1%
Cn1nc([N+](=O)[O-])nc1Sc1ccc(Cl)cc1
 : 9% | ? | ?
CCOc1cc(C(=O)NC2CC(C)(C)NC(C)(C)C2)cc(OCC)c1OCC
 : -10% | 4% | 7%
CCCCCC(=O)Nc1ccc2oc(-c3cccnc3)nc2c1
 : -5% | ? | -9%
C=CCN(C(=O)c1ccccn1)C(C(=O)NCc1ccccc1)c1ccccc1F (centres undefined)
 : -2% | ? | ?
CCc1ccc(N(C2C=CS(=O)(=O)C2)S(=O)(=O)c2ccccc2)cc1 (centres undefined)
 : -3% | -17% | -2%
Cc1ccc(C2=CN(Cc3ccccc3)CCC2=O)cc1
 : -2% | ? | 21µM*
CN(Cc1ccon1)Cc1cn(C)nc1-c1cccc(Cl)c1
 : -5% | ? | ?
Cc1ccn2c(=O)cc(CSc3nnc(C)s3)nc2c1
 : -15% | -6% | 4%
Fc1ccc(CNc2ncnc3c2cnn3-c2ccccc2)cc1
 : nt | ? | ?
Cc1cc(=O)[nH]c(/N=C(\N)Nc2ccc3c(c2)OCCO3)n1
 : -3% | 3% | 7%
CC(=O)Nc1cc(-c2cccc(F)c2)cn2c(-c3ccc(S(C)(=O)=O)cc3)cnc12
 : nt | 21µM* | ?
COc1ccc(CCNC(=S)NCCc2ccc(OC)c(OC)c2)cc1OC
 : -2% | ? | ?
CCCOCC1CC2(CC(C)(c3csc(N)n3)OC2=O)C(=O)O1 (centres undefined)
 : 1% | -8% | -3%
c1ccc2c(c1)ncn2-c1ncnc2sc3c(c12)CCCC3
 : -4% | -9% | 4%
CC(=O)Nc1cncc(-c2cccc(C(=O)NC3CC3)c2)n1
 : nt | -2% | -12%
O=C(c1cccs1)N(Cc1ccco1)c1nc(-c2ccc(F)cc2)cs1
 : -2% | -30% | 1%
COc1ccc(NC(=S)N(CCN2CCOCC2)Cc2ccccc2F)cc1
 : 0% | -6% | 0%
COc1cc2c(cc1OC)C1=C(C#N)CCC(=NC(=O)c3ccc(Cl)cc3)N1CC2
 : -5% | -4% | 11%
COc1ccccc1C(=O)n1nc(-c2cccnc2)nc1N
 : 1% | -12% | -1%
O=C(NCc1ccccc1F)C1CCCN(S(=O)(=O)N2CCOCC2)C1 (centres undefined)
 : 0% | 17% | 4%
O=C(c1cccs1)N1CCN(C(=O)c2cn(-c3ccccc3)nc2-c2ccccc2)CC1
 : 1% | -19% | ?
O=c1oc2ccccc2c(N2CCCCC2)c1CN1CCCCC1
 : 1% | -5% | -12%
CC(C)NC(=O)NS(=O)(=O)c1cnccc1N1CCCCC1
 : -1% | -17% | 6%
CS(=O)(=O)N1CCN(C(=O)c2cc(-c3cccs3)nc3ccccc23)CC1
 : -21% | -19% | -10%
C[C@H](NC(=O)[C@@H]1CCCN1C(=O)[C@@H]1CCCN1C(=O)c1cccc2ccccc12)c1ccccc1
 : nt | ? | -28%
O=C(c1ccccc1Br)N1CCN(c2ccccc2)CC1
 : -2% | -12% | -17%
CCOC(=O)C1(Cc2ccc(OC)cc2)CCN(C(=O)CN2CCN(CC)CC2)CC1
 : -6% | -12% | -4%
O=C(NCCc1ccco1)c1nn(Cc2ccccc2)c(=O)c2ccccc12
 : -1% | ? | ?
COc1ccc(CN2CCNC(=O)C2CC(=O)NCCCn2cccn2)c(OC)c1 (centres undefined)
 : 7% | -2% | 1%

(listing goes on)
Below each SMILES – GCN5L2 inh | TDP1 cell noCPT | TDP1 cell CPT
Cc1ccc(CSc2nc3cccnc3n2Cc2ccc(C(=O)NCc3ccco3)cc2)cc1
 : -8% | -28% | -11%
COCCCN1C(=O)c2oc3ccccc3c(=O)c2C12C(=O)N(C)c1ccccc12 (centres undefined)
 : -2% | -9% | 3%
Cc1ccc(/C=C2\SC(=S)N(CCCC(=O)Nc3cc(C)on3)C2=O)cc1
 : 14% | 23% | -14%
COC(=O)CNC(=O)CCC(=O)N1CCN(C(c2ccccc2)c2ccccc2)CC1
 : -12% | -16% | -4%
CC1(C)CC(=O)C=C(c2ccc(-c3cnc4ccccc4c3)cc2)C1=O
 : nt | 23µM* | ?
O=C(CSc1ccc2ccccc2c1)Nc1ccncc1
 : -4% | 15µM* | ?
CC1=C(C(=O)N(C)C)CC(CC(=O)NCCCN(C)C)C(=O)N1CCC1=CCCCC1 (centres undefined)
 : nt | 5% | -6%
Cc1ccc(C(=O)NNC(=O)c2nn(-c3ccc(F)cc3)ccc2=O)cc1
 : -2% | -6% | 0%
COc1ccc(NC(=O)c2c(C)oc3ccc(O)c(CN4CCOCC4)c23)cc1
 : -5% | 3% | -21%
Cc1cccc(N2CCN(S(=O)(=O)c3ccc4c(c3)CCN4C(=O)CCC(=O)O)CC2)c1C
 : -5% | -28% | -5%

Another view of 5 compounds above.
SMILES | GCN5L2 inh | TDP1 cell noCPT | TDP1 cell CPT
CC1=C(C(=O)N(C)C)CC(CC(=O)NCCCN(C)C)C(=O)N1CCC1=CCCCC1 (centres undefined) | nt | 5% | -6%
Cc1ccc(C(=O)NNC(=O)c2nn(-c3ccc(F)cc3)ccc2=O)cc1 | -2% | -6% | 0%
Cc1ccc(/C=C2\SC(=S)N(CCCC(=O)Nc3cc(C)on3)C2=O)cc1 | 14% | 23% | -14%
Cc1cccc(N2CCN(S(=O)(=O)c3ccc4c(c3)CCN4C(=O)CCC(=O)O)CC2)c1C | -5% | -28% | -5%
CC1(C)CC(=O)C=C(c2ccc(-c3cnc4ccccc4c3)cc2)C1=O | nt | 23µM* | ?

(list continues)
Below each SMILES – GCN5L2 inh | TDP1 cell noCPT | TDP1 cell CPT
COc1ccc(-c2nnc(-c3ccccc3)o2)cc1OC
 : -7% | ? | -22%
CC1CCCN(C(=O)CSc2nnc(-c3cccs3)o2)C1 (centres undefined)
 : -4% | -24% | 1%
COC(=O)c1ccccc1NC(=O)CSc1n[nH]c(-c2ccco2)n1
 : 2% | 0% | -1%
CCOC(=O)Cc1csc(NC(=O)Cc2ccc(Cl)cc2)n1
 : -2% | -25% | ?
CCCC[C@H](CN[C@@H](CNC)[C@H](C)CC)NCCC12CCC(CC1)C2
 : -3% | 3.7µM* | 2.6µM*
CC(=O)c1ccc(N2CCN(C(=O)C3CCCN(S(=O)(=O)c4cnc[nH]4)C3)CC2)cc1 (centres undefined)
 : -2% | -9% | -10%
c1ccc(C2CCC(N3CCN(c4ccccc4)CC3)CC2)cc1 (centres undefined)
 : -2% | ? | ?
CNC(=O)c1cccc2cccc(Sc3ccccc3C(=O)O)c12
 : -4% | 7% | 8%
O=C(CN1C(=O)COc2ccccc21)NCc1ccccn1
 : 12% | -9% | -2%
COc1ccc(/C=N/Nc2nc(C(=O)O)cs2)cc1
 : -9% | 1% | -4%
COCCCNC(=O)c1ccc(C2SCC(=O)N2Cc2ccco2)cc1 (centres undefined)
 : -5% | -23% | -2%
CC1CN(S(=O)(=O)c2ccc(F)cc2)C(C)N1C(=O)N1CCOCC1 (centres undefined)
 : -6% | -12% | -5%
Cc1ccc(CC2CC(=O)N(c3nc4ccccc4n3C)C2=O)cc1 (centres undefined)
 : -2% | 1% | -14%
COc1ccc(-c2cc(NC=O)c3ncc(-c4cccc(C(F)(F)F)c4)n3c2)cc1OC
 : nt | 21µM* | 23µM*
CCOc1ccc2[nH]cc(C(=O)NCCCN3CCOCC3)c(=O)c2c1
 : -1% | -12% | 19%
CCN(CC)S(=O)(=O)c1ccc(N2CCCC2)c(C(=O)Nc2ccc(OC)c(Cl)c2)c1
 : -1% | ? | ?
Cc1ccc(S(=O)(=O)N2CCCCC2)cc1C(=O)NC1CCCCC1
 : -1% | ? | -5%
Cc1onc(-c2ccccc2)c1C(=O)N1CCN(Cc2ccc3c(c2)OCO3)CC1
 : 0% | ? | ?
CCCc1cc(-c2ccc(O)c(OCC)c2)c(C#N)c(N)n1
 : -15% | ? | -26%
CCOC(=O)CN1C2=NCCCN2c2ccccc21
 : 0% | 2% | 4%
CCCCn1c(SCc2nnc(-c3ccccc3)o2)nc2c1c(=O)n(C)c(=O)n2C
 : -3% | 10µM* | 15µM*
CC(=O)Nc1cccc(C(=O)Oc2cccc(C)c2)c1O
 : -6% | 1% | -13%
CC(C)(C)c1ccc(C2CC2C(=O)N/N=C\c2cc3ccccc3nc2Cl)cc1 (centres undefined)
 : -7% | 16µM* | ?
CC(C)c1nc2sc3c(NCc4ccco4)ncnc3c2c2c1COC(C)(C)C2
 : -3% | 23µM* | 18µM*
CC(=O)c1c(C)[nH]c(C(=O)OCC(=O)Nc2ccc(Cl)c(S(=O)(=O)N(C)C)c2)c1C
 : -2% | 9.2µM* | 7.3µM*
FC(F)(F)c1cccc(NC(=S)NC2CCCC2)c1
 : -2% | ? | ?
COc1c(C(O)CC(C)C)ccc2c1C(=O)OCc1cc(C)cc(O)c1O2 (centres undefined)
 : -1% | 18µM* | ?
COCCN(C(=O)COC(=O)CCCc1c[nH]c2ccccc12)c1c(N)n(Cc2ccccc2)c(=O)[nH]c1=O
 : nt | 15% | -5%
Cc1nc2ccccc2n1CC(=O)NCCN1CCOCC1
 : -7% | -4% | -5%
CC1=C(C(=O)Nc2ccc(CC(=O)NCc3ccccc3C)cc2)SCCO1
 : -18% | ? | ?
Cc1ccc(N2CCN(c3nc4ccccc4n4nnnc34)CC2)c(C)c1
 : -7% | 9% | -1%
COC(=O)CC[C@H](N)C(=O)O
 : 2% | -28% | -3%
CCCOc1ccc(C(=O)NC(=S)NNC(=O)c2c(-c3ccccc3)noc2C)cc1
 : -12% | ? | 23µM*
CC1CCC2(CC1)NC(=O)N(CC(=O)Nc1sc3c(c1C(N)=O)CCC3)C2=O (centres undefined)
 : -28% | -20% | ?
COc1ccc(C(=O)Nc2ccc3ccccc3c2)cc1
 : -5% | 3% | 4%
NS(=O)(=O)c1ccc(N2N=C(c3ccccc3)CC2c2ccccc2)cc1 (centres undefined)
 : ? | ? | ?
CCOC(=O)N1CCC(NC(=O)c2cccs2)CC1
 : -2% | -6% | -3%
O=C(Nc1ccc(NC(=O)c2ccco2)cc1)c1cnccn1
 : -1% | -24% | -1%
O=C(O)c1cc(N/N=C/c2ccc(N3CCOCC3)s2)ccc1Cl
 : -23% | ? | ?
O=C(c1cn(-c2ccccc2)nc1-c1cccc([N+](=O)[O-])c1)N1CCCCC1
 : -13% | ? | -16%
